Assay outcomes deposited in PubChem BioAssay by several laboratories.
KKLEB tox = CF airway cell cytotoxicity counter-screen; 0.36% of 360,000 active; AID 602141; KKLEB CF airway cells viability, ATPlite luminescence, overnight; active compounds read low; cells stimulated with P. aeruginosa culture filtrate; activity change (cytotoxicity), % at 5 µM;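 active means corrected activity change at or below -50% at 5 µM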
C8 TRAIL sens = caspase-8 TRAIL sensitization. NB7+C8 cells + TRAIL, ATPlite viability luminescence. inhibition (viability loss, TRAIL sensitization), % at 10 µM. 1% of 360,000 active. AID 624354;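 active means compounds causing at least 50% loss of cell viability in the single-dose screen, relative to plate controls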
NCOA3 inh = inhibitors of human steroid receptor coactivator 3 (SRC3). AID 588352. HEK293 GAL4-SRC3 luciferase reporter, luminescence. 0.17% of 360,000 active. inhibition, % at 3.6 µM;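 active means inhibition above a per-campaign cutoff, the mean of all compounds plus 3 SD, cut at about 60% in these data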;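 further: 0% = DMSO-treated cells and 100% = gossypol-treated cells at 36 µM; higher means less SRC3-driven luciferase light from the GAL4 reporter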
Shn3 inh set2 = reduces Shn3 3'UTR luciferase signal in osteoblasts; Clone20 osteoblast Shn3 3'UTR firefly luciferase, 24 h; inhibition, % at 12.5 µM; 0.52% of 360,000 active;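 active means mean inhibition of at least 75% with every replicate also reaching 75%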;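 further: 0% = median of neutral control wells and 100% = pilot-screen positive control compound; some compounds past the cut are filed as inactive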
NR5A2 inv ag = NR5A2 inverse agonism in reporter assay. HEK293T StAR-luciferase reporter, LRH-1 transfected, 24 h. O00482. 0.13% of 360,000 active. inhibition, % at 3.6 µM;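 active means inhibition above the mean inhibition of all tested compounds plus 3 SD, cut at about 73% in these data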;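 further: 0% = DMSO wells and 100% = reporter-only cells lacking LRH-1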
Target sequence (O00482 whole entry, looked up): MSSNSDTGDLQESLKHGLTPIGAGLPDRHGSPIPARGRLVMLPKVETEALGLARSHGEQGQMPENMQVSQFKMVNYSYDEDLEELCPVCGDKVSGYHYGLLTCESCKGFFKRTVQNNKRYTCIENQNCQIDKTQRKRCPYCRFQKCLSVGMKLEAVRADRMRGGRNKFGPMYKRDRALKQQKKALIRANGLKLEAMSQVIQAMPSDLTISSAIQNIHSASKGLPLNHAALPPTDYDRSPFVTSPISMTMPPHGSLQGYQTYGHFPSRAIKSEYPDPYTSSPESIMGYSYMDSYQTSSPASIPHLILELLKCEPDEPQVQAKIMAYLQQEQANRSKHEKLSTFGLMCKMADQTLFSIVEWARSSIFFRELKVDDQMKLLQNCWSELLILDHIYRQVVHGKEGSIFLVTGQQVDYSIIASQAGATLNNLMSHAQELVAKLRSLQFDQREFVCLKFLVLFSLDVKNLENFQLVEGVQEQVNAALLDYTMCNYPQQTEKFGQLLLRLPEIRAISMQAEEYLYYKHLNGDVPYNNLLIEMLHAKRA
TWEAK Fn14 block = TWEAK-Fn14 signaling inhibition. TWEAK-stimulated Fn14 reporter cells, luciferase luminescence, 8 h. inhibition, % at 10 µM. 2% of 360,000 active. AID 1159606; in the data active means inhibition above about 50%
CF NFkB inh = blocks PAF-induced NF-kB reporter in cystic fibrosis cells; KKLEB NF-kB-GFP reporter, GFP fluorescence overnight; inhibition, % at 5 µM; 0.86% of 360,000 active;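 active means at least 50% inhibition at 5 µM, scaled per plate between neutral and stimulator controls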;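 further: PAF is a Pseudomonas aeruginosa culture filtrate used as stimulus; plate controls were PAF-stimulated DMSO wells for no effect and unstimulated DMSO wells for full effect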
TROY NFkB inh = inhibitors of TROY-dependent NF-kB signaling. Q293 LMP1-TROYcd NF-kB luciferase reporter, 4 h. inhibition, % at 10 µM. AID 1347056. 0.98% of 360,000 active;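 active means compounds whose plate-normalised and pattern-corrected inhibition of the luciferase reporter signal at the single screening dose is 50% or more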
COUP-TFII inh = blocks human COUP-TFII nuclear receptor. HEK293T NGFI-A luciferase reporter, luminescence. inhibition, % at 8.6 µM. 0.7% of 370,000 active. AID 686940;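 active means inhibition above a per-plate cutoff, mean inhibition of test wells between control levels plus 3 SD, cut at about 38% in these data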;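 further: cells cotransfected with COUP-TFII expression vector driving the NGFI-A reporter; 0% = median of COUP-TF2 test wells and 100% = reporter-only cells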
Target sequence (P24468 whole entry, looked up): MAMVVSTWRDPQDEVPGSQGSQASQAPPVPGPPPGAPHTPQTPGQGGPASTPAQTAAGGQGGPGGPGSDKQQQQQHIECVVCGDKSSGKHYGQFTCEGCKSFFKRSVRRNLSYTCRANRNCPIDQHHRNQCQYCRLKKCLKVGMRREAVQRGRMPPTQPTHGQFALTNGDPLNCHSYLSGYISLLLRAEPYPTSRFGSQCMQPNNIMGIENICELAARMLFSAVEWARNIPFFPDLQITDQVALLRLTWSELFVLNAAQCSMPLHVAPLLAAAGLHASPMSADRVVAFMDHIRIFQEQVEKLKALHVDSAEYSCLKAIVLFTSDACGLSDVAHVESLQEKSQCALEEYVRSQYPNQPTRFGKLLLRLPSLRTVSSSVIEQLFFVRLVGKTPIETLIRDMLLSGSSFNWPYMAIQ
LMP1 NFkB inh = inhibitors of Epstein-Barr LMP1-induced NF-kappaB reporter; LMP1-induced NF-kappaB luciferase reporter cells, luminescence; inhibition, % at 12.5 µM; 0.69% of 350,000 active; in the data active means inhibition above about 41%;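 further: 0% = neutral control wells and 100% = reference inhibitor control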
NCOA1 inh = inhibits human SRC1 coactivator; inhibition, % at 3.6 µM; Q15788; 0.12% of 360,000 active; HEK293 GAL4-SRC1 luciferase reporter, luminescence;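 active means inhibition above the campaign mean plus 3 SD, with each screening campaign given its own cutoff, cut at about 60% in these data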;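 further: 0% = DMSO treated cells and 100% = gossypol at 36 µM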
* = called active by the depositor; nt = no result given.

SMILES	KKLEB tox	C8 TRAIL sens	NCOA3 inh	Shn3 inh set2	NR5A2 inv ag	TWEAK Fn14 block	CF NFkB inh	TROY NFkB inh	COUP-TFII inh	LMP1 NFkB inh	NCOA1 inh
CCCCNC(=O)CS(=O)Cc1nc(-c2cccc(Cl)c2)oc1C (stereo unspecified)	-14	-11	1	2	9	-14	-18	-55	11	-2	-11
Cc1ccc(NC(=O)N(CCC#N)Cc2ccccc2)cc1	-7	-15	8	-3	-2	-4	-8	0	-6	-3	-1
COc1ccc(S(=O)(=O)Nc2cccc(-c3ccc(N4CCCCCC4)nn3)c2)cc1OC	-11	22	-7	-19	-49	16	10	5	-7	-14	-44
Cc1nn(CCOc2ccccc2Cl)c(C)c1[N+](=O)[O-]	-12	-10	-15	7	18	-12	-6	4	-12	-5	-5
O=C(NNc1cc(C(F)(F)F)ccc1Cl)c1ccc(=O)[nH]c1	5	-6	2	-5	-11	29	-4	11	10	-3	-2
CC1Cc2ccccc2N1C(=O)C(C)n1cc(C(F)(F)F)cc(Cl)c1=O (stereo unspecified)	5	-21	-14	7	9	-24	-9	-9	8	0	10
COC(=O)CCC(=O)NC(=S)Nc1cc(Cl)ccc1Cl	5	5	16	-11	8	16	-5	0	-2	8	-18
COc1cc(/C=N/O)ccc1Oc1ccc([N+](=O)[O-])cc1[N+](=O)[O-]	-9	2	9	-16	-33	44	36	42	9	4	9
COC(=O)C1CCN(CC(=O)N(C)c2c(N)n(Cc3ccccc3)c(=O)[nH]c2=O)CC1	14	-7	5	4	8	6	6	10	-26	1	-10
C/C(=N\NC(=O)c1c(-c2ccccc2Cl)noc1C)c1cccc(NC(=O)C(C)C)c1	19	-8	-3	8	2	-21	-19	15	8	1	-1
O=C(NNC(=O)C(c1ccccc1)c1ccccc1)c1ccccn1	-12	43	28	93*	39	-93	6	25	-1	26	19
CCC(=O)c1ccc(OCC(O)CN(C)C2CCCCC2)cc1 (stereo unspecified)	2	-1	2	-19	13	0	3	6	4	-1	13
O=C(CSc1nc2c(oc3ccccc32)c(=O)n1CC1CCCO1)NCc1ccc(F)cc1 (stereo unspecified)	4	-15	-4	-29	20	-7	-35	5	-7	-6	-27
O=C1CN(S(=O)(=O)c2cccc(Br)c2)CCN1	6	-12	4	-19	20	14	30	-10	-9	-16	-3
COc1ccc2cc(C(=O)NCc3ccccc3)c(=O)oc2c1	-1	14	-12	-5	1	6	-14	-40	7	-15	-4
C/C(CS(=O)(=O)c1ccc(Cl)cc1)=N/NC(N)=S	-4	14	16	-8	-6	-3	11	11	-5	4	-17
O=Cc1cn(CCC(=O)O)nc1-c1cccc(Br)c1	0	-4	7	4	12	6	-7	6	13	-7	0
COc1ccccc1C(=O)Nc1ccc2c(c1)OCCO2	-6	34	-76	-73	-111	11	-26	-19	-51	-39	-105
O=C(CCn1c(=O)[nH]c2ccsc2c1=O)NCCc1ccc(Cl)cc1	-16	9	-3	10	4	-4	12	-5	-15	9	8
COc1cc(OC)cc(C(=O)NNC(=O)CCNS(=O)(=O)c2ccc(Br)cc2)c1	10	2	9	-1	27	-13	4	-16	8	5	3
O=C(CC1C(=O)NCCN1CC(c1ccccc1)c1ccccc1)NCCc1cn[nH]c1 (stereo unspecified)	8	8	20	-64	10	6	-3	-7	0	0	2
Cc1cccc(C)c1NC(=O)/C(=C/c1ccco1)c1ccccc1	2	2	13	9	-21	12	-1	8	9	0	14
CCOc1ccc(S(=O)(=O)NN2Cc3ccccc3C2=N)cc1	26	-2	-17	-1	16	0	12	-10	2	-16	6
CCN(CC)S(=O)(=O)N1CCN(S(=O)(=O)N2CCOCC2)CC1	-10	0	5	8	-9	-9	5	10	6	-6	-37
COc1cccc(-c2cc(C(=O)Nc3cc(C)on3)no2)c1	-4	-10	-16	-43	6	3	10	-29	-19	-14	-4
CC(C(=O)NCc1ccccc1)N(Cc1ccccc1Cl)C(=O)c1snc(C(N)=O)c1N (stereo unspecified)	1	-3	10	2	14	5	-4	13	4	-3	-42
O=S1(=O)CCN(CCCCc2ccccc2)CC1	-7	-1	-12	5	6	-1	-2	-6	-11	5	-3
COc1ccc(NC(=O)NNC(=O)COc2ccc3cc(Br)ccc3c2)c(OC)c1	-42	-13	0	-26	4	17	52*	-1	19	-13	-25
Cc1ccc(-c2nsc(SCC(=O)NCC3CCCO3)n2)cc1 (stereo unspecified)	8	-4	-16	-12	-11	-5	-25	5	-11	-1	-25
CCOC(=O)c1cnn(-c2ccccc2)c1NC(=O)c1ccccc1	2	-21	-7	12	5	-20	-21	-17	6	-4	12
Cc1ccc(NC(=O)C2CC(=O)N(c3ccc4c5c(cccc35)CC4)C2)cc1 (stereo unspecified)	-8	2	-27	9	-3	-8	1	3	-5	-5	-7
CC1CCCN(S(=O)(=O)c2ccc([N+](=O)[O-])cc2)C1 (stereo unspecified)	-2	-8	-7	-2	10	-35	5	-17	-6	-1	-4
COCCCNc1ncnc2c1cnn2-c1ccc(C)cc1C	-1	-14	3	0	-32	7	-4	2	8	0	-14
COc1ccc(C(CCN2CCCC(C)C2)c2c(OC)cc(OC)c3c2OC(=O)CC3c2cc(OC)c(OC)c(OC)c2)cc1 (stereo unspecified)	-7	-5	-6	12	-9	6	-4	15	nt	3	-16
CCOC(=S)SCC(=O)N1CCc2cc(OC)ccc2C1C1C(=O)CCCC1=O (stereo unspecified)	6	-13	-1	-21	1	9	4	-1	10	3	8
CCOC(=O)c1[nH]c(C)c(C(=O)NCc2ccc(OC)cc2)c1C	3	-9	1	5	-15	0	2	-14	-15	3	-6
CN=c1scc(C)n1/N=C/c1ccc(O)c(O)c1O	9	39	-22	-16	-24	21	-20	-48	-23	4	-31
Cn1ncc([N+](=O)[O-])c1C(=O)Nc1ccc(-c2ccccc2)cc1	-8	8	-26	-28	-43	-1	-12	-3	-26	-2	-6
COc1cc2oc(=O)cc(-c3ccc(-c4ccc(CO)cc4)cc3)c2c(OC)c1OC	-8	-3	35	-3	10	66*	75*	44	30	13	29
CC(=O)Nc1ccc(NC(=O)CSc2nnc(NC(=O)c3cccc(F)c3)s2)cc1	1	53*	-46	-17	-71	-7	-13	-33	-12	-15	-51
COc1ccc(NC(=S)NCc2ccc3c(c2)cc(C)n3C)cc1	-12	9	-12	5	-10	-48	-6	-1	-7	-6	5
O=CN1CCN(C(=O)c2ccccc2Cl)CC1	-2	5	2	-13	-7	-8	5	6	-21	-7	-11
CNC(=S)N(CCc1c(C)[nH]c2ccc(C)cc12)Cc1ccco1	-11	-13	-20	1	6	23	-72	2	3	4	2
COc1ccccc1-c1cc(C(=O)N2CCN(S(=O)(=O)c3ccc(C)cc3)CC2)[nH]n1	4	4	8	10	13	6	-28	9	7	16	2
COc1ccc(/C=N/n2c(=O)[nH]c3c([nH]c4ccc(Br)cc43)c2=O)cc1CN1CCOCC1	0	-19	10	10	6	-11	-2	6	-13	-10	-16
CCC(C)c1ccccc1N1CC(C(=O)Nc2ccc(C)c(S(=O)(=O)N3CCOCC3)c2)CC1=O (stereo unspecified)	-16	6	6	28	-7	12	13	-4	5	7	-10
Fc1cccc(Cl)c1-c1nnc2ccc(N3CCOCC3)nn12	-15	-5	10	10	12	-3	20	11	8	-2	16
Cc1cccc(N(C(=O)c2snc(C(N)=O)c2N)C(C(=O)NCc2ccccc2)c2ccncc2)c1 (stereo unspecified)	3	-13	-43	-3	-35	-49	2	-34	-29	-14	-30
CC(C)C(CCN1C(=O)c2ccccc2C1=O)c1ccco1 (stereo unspecified)	5	-12	1	-2	1	9	4	13	-3	1	-40
Oc1ccc(Cl)cc1-c1cc(-c2ccccc2)n[nH]1	-2	16	-35	-15	-22	15	5	-70	-20	-35	-41

Compound profiles, as listed above. Order of values: KKLEB tox | C8 TRAIL sens | NCOA3 inh | Shn3 inh set2 | NR5A2 inv ag | TWEAK Fn14 block | CF NFkB inh | TROY NFkB inh | COUP-TFII inh | LMP1 NFkB inh | NCOA1 inh
Cc1cccc(N(C(=O)c2snc(C(N)=O)c2N)C(C(=O)NCc2ccccc2)c2ccncc2)c1 (stereo unspecified) is listed as 3 | -13 | -43 | -3 | -35 | -49 | 2 | -34 | -29 | -14 | -30
CC(C)C(CCN1C(=O)c2ccccc2C1=O)c1ccco1 (stereo unspecified) is listed as 5 | -12 | 1 | -2 | 1 | 9 | 4 | 13 | -3 | 1 | -40

(cont.)
SMILES	KKLEB tox	C8 TRAIL sens	NCOA3 inh	Shn3 inh set2	NR5A2 inv ag	TWEAK Fn14 block	CF NFkB inh	TROY NFkB inh	COUP-TFII inh	LMP1 NFkB inh	NCOA1 inh
CCCC(=O)N1CCC1(C)C(=O)NS(=O)(=O)c1cccc(Cl)c1 (stereo unspecified)	11	6	1	6	-4	-1	-11	-10	-1	nt	9
CCOc1cc(NC(=O)C2CCCCC2)c(OCC)cc1NC(=O)c1ccco1	10	-18	-5	11	1	0	-12	-10	-2	6	7
O=C(COC(=O)COc1ccc(Nc2ccccc2)cc1)NCc1ccco1	-5	-5	-3	-14	19	5	0	-2	-10	-3	-13
Cc1ccc(NC(=O)c2ccc3c(=O)n4c(nc3c2)CCC4)cc1F	-7	3	-89	-102	-87	0	26	-43	-43	-23	-93
CN(C)C(CNC(=O)c1cccc(S(=O)(=O)Nc2ccccc2Cl)c1)c1ccccc1 (stereo unspecified)	10	-4	14	-1	-14	1	-17	0	1	4	-11
Oc1c(Br)cc(Br)cc1/C=N/N1CCN(Cc2ccccc2)CC1	14	19	-1	6	11	17	3	6	9	1	-9
Cc1cc(C)nc(SCc2ccc3nonc3c2)n1	16	-26	-10	6	-5	5	2	20	2	4	-8
CC(O)(c1cccc(F)c1)c1nc(-c2cccc(C(F)(F)F)c2)cs1 (stereo unspecified)	-7	0	-3	-13	30	20	21	-2	5	nt	0
O=C(Oc1ccccc1N1C(=O)CCC1=O)c1ccco1	8	-5	-23	-3	-3	-11	-5	-8	8	-2	-3
CCCCCCCOC(=O)c1nc(Cl)c(Cl)c(N)c1Cl	1	-7	18	13	15	20	-6	-11	10	0	6
O/N=C\c1cccn1-c1nccs1	1	-9	21	10	11	4	6	1	-4	12	5
COc1ccccc1CC(=O)Nc1cccc(C(=O)Nc2nccs2)c1	10	-8	10	3	2	30	-11	5	2	1	-31
CC(C)(C)OC(=O)N[C@@H](Cc1ccccc1)c1nnc(SCC(=O)c2ccc(Cl)cc2)o1	3	7	17	38	3	-8	16	1	11	2	9
Cc1nn(Cc2c(F)c(F)c(F)c(F)c2F)c(C)c1NC(=O)c1ccc(COc2ccc(F)cc2)o1	4	12	18	65	17	7	-2	22	9	2	-22
CN(Cc1cn(C)nc1-c1ccc(Oc2ccccc2)cc1)Cc1cnc2ccccn12	-6	5	30	75	21	77*	36	44	36	9	16
Nc1nnc(SCC(=O)NNC(=O)c2ccc([N+](=O)[O-])cc2)s1	8	-7	-1	7	-11	-2	-10	-2	-10	0	-4
CCOc1ccc2nc(NC(=O)C3CCCN(S(=O)(=O)c4c(C)noc4C)C3)sc2c1 (stereo unspecified)	-5	17	-2	18	-33	4	-1	10	-25	7	-22
O=[N+]([O-])c1cccc(-n2nnnc2CN2CCCCCC2)c1	0	11	9	-36	24	7	-11	-9	5	-5	-5
COc1ccc(C(=O)NCc2ccncc2)cc1S(=O)(=O)N1CCOCC1	9	-14	5	-3	-4	-12	2	-4	23	1	-8

These rows are one share of the data; the hit share may differ from the screen's.
